# Compound activity deposited in PubChem BioAssay by several laboratories.
# SKN-1 inh = C. elegans SKN-1 inhibition; AID 624304; 360,000 compounds, 0.49% hits; C. elegans VP596 Pgst-4::GFP/RFP ratio, acrylamide-induced, 24 h; inhibition, % at 21.8 µM;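 active = interference check ratio from 0.5 to 1.5 plus GFP to RFP signal ratio inhibition reaching or exceeding a fixed threshold, cut at about 30% in these data, passing the limit was not always enough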; also: some compounds called inactive have numbers as strong as hits
# FAS-TE inh = inhibitors of human fatty acid synthase thioesterase domain; recombinant FAS-TE, OMFH fluorogenic substrate, fluorescence endpoint; inhibition, % at 15 µM; P49327; AID 602261; 360,000 compounds, 0.67% hits;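 active = compounds whose normalised, plate-corrected inhibition of enzyme fluorescence in the single-dose primary screen is 50% or more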;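 also: 0% = DMSO with enzyme and 100% = substrate without enzyme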
# Target sequence (P49327 whole entry, looked up, the tested form may be a part): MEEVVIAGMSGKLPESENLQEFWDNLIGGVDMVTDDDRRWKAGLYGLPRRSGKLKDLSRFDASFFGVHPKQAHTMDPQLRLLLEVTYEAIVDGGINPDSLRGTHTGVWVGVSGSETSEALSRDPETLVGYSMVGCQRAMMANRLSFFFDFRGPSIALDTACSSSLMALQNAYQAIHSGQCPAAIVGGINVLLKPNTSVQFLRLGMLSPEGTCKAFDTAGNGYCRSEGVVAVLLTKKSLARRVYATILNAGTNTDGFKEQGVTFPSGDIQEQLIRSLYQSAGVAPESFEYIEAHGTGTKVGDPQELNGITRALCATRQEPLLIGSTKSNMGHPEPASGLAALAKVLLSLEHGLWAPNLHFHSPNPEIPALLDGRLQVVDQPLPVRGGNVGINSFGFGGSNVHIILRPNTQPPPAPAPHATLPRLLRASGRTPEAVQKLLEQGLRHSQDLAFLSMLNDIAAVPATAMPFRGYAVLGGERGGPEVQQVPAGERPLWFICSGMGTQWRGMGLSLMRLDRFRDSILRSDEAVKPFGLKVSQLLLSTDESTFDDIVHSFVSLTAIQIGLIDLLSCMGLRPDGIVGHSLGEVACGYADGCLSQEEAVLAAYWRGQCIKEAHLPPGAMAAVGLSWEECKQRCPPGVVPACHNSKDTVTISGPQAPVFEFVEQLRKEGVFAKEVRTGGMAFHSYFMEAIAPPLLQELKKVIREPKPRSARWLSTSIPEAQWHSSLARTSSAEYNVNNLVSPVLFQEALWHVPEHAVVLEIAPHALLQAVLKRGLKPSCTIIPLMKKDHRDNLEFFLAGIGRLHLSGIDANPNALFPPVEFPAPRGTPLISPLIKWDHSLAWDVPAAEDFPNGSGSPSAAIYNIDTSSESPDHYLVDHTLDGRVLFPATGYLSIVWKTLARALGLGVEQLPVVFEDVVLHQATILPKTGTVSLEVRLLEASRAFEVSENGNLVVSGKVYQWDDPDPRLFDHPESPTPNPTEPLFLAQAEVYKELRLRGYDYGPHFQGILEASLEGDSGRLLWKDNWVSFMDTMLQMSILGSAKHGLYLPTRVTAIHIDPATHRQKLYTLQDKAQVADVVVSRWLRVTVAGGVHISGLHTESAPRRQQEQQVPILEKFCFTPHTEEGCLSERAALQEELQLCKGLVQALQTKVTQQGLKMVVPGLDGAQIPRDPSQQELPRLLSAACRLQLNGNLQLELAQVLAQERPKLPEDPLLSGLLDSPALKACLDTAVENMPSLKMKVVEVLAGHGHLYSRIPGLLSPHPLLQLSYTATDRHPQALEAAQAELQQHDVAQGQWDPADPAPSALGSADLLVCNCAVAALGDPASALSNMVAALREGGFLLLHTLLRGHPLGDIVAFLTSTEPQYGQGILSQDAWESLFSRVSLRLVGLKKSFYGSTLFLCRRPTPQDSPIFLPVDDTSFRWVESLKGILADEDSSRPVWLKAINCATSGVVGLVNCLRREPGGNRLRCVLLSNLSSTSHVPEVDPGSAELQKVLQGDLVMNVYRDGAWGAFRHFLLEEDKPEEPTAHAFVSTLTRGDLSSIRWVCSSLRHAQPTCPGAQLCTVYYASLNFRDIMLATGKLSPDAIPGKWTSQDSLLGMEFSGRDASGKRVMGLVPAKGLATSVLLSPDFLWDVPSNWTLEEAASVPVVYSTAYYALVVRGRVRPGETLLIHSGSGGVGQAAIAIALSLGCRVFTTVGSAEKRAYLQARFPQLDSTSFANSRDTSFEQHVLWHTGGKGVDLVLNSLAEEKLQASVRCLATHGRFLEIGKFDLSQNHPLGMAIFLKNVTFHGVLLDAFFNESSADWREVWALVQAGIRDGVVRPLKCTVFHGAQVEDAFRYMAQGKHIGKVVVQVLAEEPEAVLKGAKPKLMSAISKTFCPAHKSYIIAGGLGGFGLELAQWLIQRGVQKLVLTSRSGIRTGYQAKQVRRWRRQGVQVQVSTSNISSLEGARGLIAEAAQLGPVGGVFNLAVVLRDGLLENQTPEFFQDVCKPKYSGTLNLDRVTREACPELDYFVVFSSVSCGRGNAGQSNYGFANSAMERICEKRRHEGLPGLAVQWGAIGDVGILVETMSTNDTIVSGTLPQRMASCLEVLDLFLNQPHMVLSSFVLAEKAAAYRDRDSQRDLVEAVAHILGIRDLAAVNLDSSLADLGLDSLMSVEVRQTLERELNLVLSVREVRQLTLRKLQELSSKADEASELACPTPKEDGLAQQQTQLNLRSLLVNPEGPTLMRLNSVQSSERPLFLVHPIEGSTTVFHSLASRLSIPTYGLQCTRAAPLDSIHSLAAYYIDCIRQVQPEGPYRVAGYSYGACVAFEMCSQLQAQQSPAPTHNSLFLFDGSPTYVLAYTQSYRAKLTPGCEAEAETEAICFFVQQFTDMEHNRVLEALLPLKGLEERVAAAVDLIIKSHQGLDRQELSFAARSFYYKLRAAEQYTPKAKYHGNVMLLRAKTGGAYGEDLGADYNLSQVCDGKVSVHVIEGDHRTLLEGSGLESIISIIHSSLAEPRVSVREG
# Neddyl block = cullin neddylation inhibition; P61081+Q13564; TR-FRET cullin neddylation, biochemical; calls only at 25 µM; 360,000 compounds, 0.58% hits; in the data active = inhibition above about 36%
# Rpn11 inh = blocks the human proteasome subunit Rpn11. 360,000 compounds, 0.59% hits. O00487. human 26S proteasome, Ub4-pepOG fluorescence polarization; 20S core pre-blocked with epoxomicin. calls only at 20 µM;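 active = inhibition at 20 µM, scaled to each plate's controls, above about 33%, limit read from the data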
# CSN deneddyl inh = CSN deneddylation inhibition | Q92905 | Purified CSN, SCF-Nedd8-OG deneddylation, fluorescence polarization | inhibition, % at 12.5 µM | 360,000 compounds, 0.38% hits | AID 651999;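 active = pattern-corrected inhibition above about 35%, with an unprinted fluorescence ratio check between 0.5 and 1.5, limit read from the data, passing the limit was not always enough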;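 also: 0% = enzyme with substrate and 100% = substrate without enzyme; some results filed as inactive read as strong as hits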
#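 Material: human Csn5 produced in HEK293T cells; Input: enzyme 0.24 nM; Reagent: SCFSkp2-Nedd8OG substrate at 10 nM final; Dosing: 12.5 µM compound; Incubation: 90 min reaction at room temperature; Detection: fluorescence polarization of the substrate; Evaluation: % inhibition of substrate cleavage by Csn5; Control set: substrate-only high control, full reaction low control.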
# NadD block = blocks S. aureus nicotinate mononucleotide adenylyltransferase; 360,000 compounds, 0.78% hits; inhibition, % at 20 µM; purified NadD enzyme, colorimetric absorbance read-out; in the data active = inhibition above about 26%; also: some compounds past the cut are filed as inactive
# MLLE-PAM2 inh = blocks PAM2 peptide binding to the PABP1 MLLE domain; GST-MLLE / FITC-PAM2 fluorescence polarization; inhibition, % at 20 µM; 360,000 compounds, 0.36% hits; in the data active = inhibition above about 35%, passing the limit was not always enough;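 also: plate controls were DMSO wells with GST-MLLE for no effect and wells lacking GST-MLLE protein for full effect; some results filed as inactive read as strong as hits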
# Rin1 Abl inh = blocks binding of human Rin1 to Abl | TR-FRET Rin1/Abl binding, biochemical | 360,000 compounds, 0.4% hits | inhibition, % at 7.35 µM; in the data active = inhibition above about 5%, passing the limit was not always enough
# MT1-MMP act inh = MT1-MMP (human) activation inhibition. HT1080 RFP-PRO-GFP cells, GFP/RFP ratio fluorescence, overnight; percent of plate control window, DMSO zero. GFP/RFP ratio change, % at 20 µM. 360,000 compounds, 0.061% hits. AID 651647;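 active = GFP/RFP ratio change of at least 30% with cell ATP level not reduced by more than half and red fluorescence within 50% of control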; also: strong numbers were not always called active
#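 Material: RFP-PRO-GFP reporter HT1080 cells. Dosing: single-point 20 µM compound, 1% DMSO. Controls: DMSO and RFP-L50D-GFP cell wells. Timing: cells overnight before dosing, compound overnight, 37 °C, 5% CO2. Measure: GFP/RFP fluorescence ratio.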
# The depositor's hits bear a star; i = inactive; & = joins results of further samples. Random draw from the library. About 3.9% of those tested had a hit in this group.
SMILES,SKN-1 inh,FAS-TE inh,Neddyl block,Rpn11 inh,CSN deneddyl inh,NadD block,MLLE-PAM2 inh,Rin1 Abl inh,MT1-MMP act inh
Cc1ccc(Nc2nc(N)[nH]c(=O)c2N=O)cc1,5,-3,i,i,-4,8,20,-7,0
CCCc1nnc(NC(=O)CCC(=O)N2CCN(Cc3ccc(OC)c(F)c3)CC2)s1,5,-8,i,i,-3,0,14,-2,4
CCN1CCN(C(=O)Cn2nc(C)c3sc4ccccc4c3c2=O)CC1,-8,-7,i,i,-6,-4,4,2,-2
CC1(C)Cc2c(ccc3ccccc23)/C(=C/C(=O)N2CCCCC2)N1,10,12,i,i,-3,-1,21,1,-13
Cc1ccc(C(=O)OC(C)C(=O)c2cc(C)c(C)cc2C)o1 (configuration not stated),-3,16,i,i,0,-6,-5,0,3
Cn1c(SCC(=O)N2CCOCC2)nnc1-c1ccco1,-1,-4,i,i,-4,-6,-9,3,5
COc1cc(C2NCCC(=O)C2(C)C)cc(OC)c1OC (configuration not stated),-1,-15,i,i,-1,-2,6,-1,8
O=C(Cn1sc2ccccc2c1=O)N1CCN(C(=O)c2ccco2)CC1,8,-5,i,i,4,1,25,2,-2
CC(=O)NC(CC(=O)NCCN1C(=O)S/C(=C\c2ccccc2)C1=O)c1ccccc1 (configuration not stated),5,0,i,i,-5,-3,-32,-3,-2
CCC1CCCCN1S(=O)(=O)c1ccc2c(c1)CCN2C(=O)C1CCC1 (configuration not stated),-14,42,i,i,-2,-4,-28,1,0
Cc1ccccc1NC(=O)c1ccc2nccnc2c1,-7,-5,i,i,-6,6,-9,-1,-3
CC(C)CN(C(=O)c1cc(=O)[nH]c2ccccc12)c1c(N)n(Cc2ccccc2)c(=O)[nH]c1=O,2,-7,i,i,-2,-1,-11,4,-1
O=C(CSc1oc(-c2ccco2)nc1S(=O)(=O)c1ccccc1)NCC1CCCO1 (configuration not stated),18,-3,i,i,4,9,7,-2,-1
O=C(CSc1nnnn1-c1ccc2c(c1)CCC2)Nc1ccc2c(c1)OCCO2,-3,10,i,i,2,-11,2,4,1
CC(Oc1ccccc1)C(=O)Nc1c2c(nn1-c1ccccc1)CS(=O)(=O)C2 (configuration not stated),18,-8,i,i,-2,-7,-5,-1,-2
COc1cc2c(c(OC)c1OC)C(c1ccc3c(c1)OCO3)CC(=O)O2 (configuration not stated),8,0,i,i,1,-7,1,0,5
Cc1ccc(Cl)cc1NC(=O)CCC(=O)Nc1cc(Cl)ccc1C,-2,0,i,i,0,-5,7,3,5
CC1CCCCN1C(=O)COC(=O)CSc1ccc(C(N)=O)cc1[N+](=O)[O-] (configuration not stated),22,-4,i,i,6,1,1,1,3
O=C(Cn1cnc([N+](=O)[O-])n1)NCc1ccccc1,5,-6,i,i,-4,-3,-6,-1,4
Cc1ccc(S(=O)(=O)CC(=O)N(C)C)cc1,15,-9,i,i,-5,-1,-3,1,1
COc1ccccc1OCc1nc2ccccc2[nH]1,-1,-8,i,i,-1,-1,-3,-1,-4
Cc1ccc(CNC(=O)CCCCn2c(=O)[nH]c3ccsc3c2=O)cc1,-1,-4,i,i,-2,-9,5,0,2
Cc1nn(CC#N)c(=O)n1-c1ccc(Cl)cc1,-1,-3,i,i,0,-9,12,-5,-1
Cc1noc(C)c1NC(=O)N(C)C[C@H]1Oc2ccc(NC(=O)C3CC3)cc2C(=O)N([C@H](C)CO)C[C@@H]1C,17,-9,i,i,0,-2,1,4,-1
CC(=O)Nc1ccc(C(=O)OCC(=O)NC2CCCCCCC2)cc1,-1,-5,i,i,-3,-1,-16,-2,1
CCN(CC)S(=O)(=O)c1cccc(C(=O)N2CC(O)CC2C(=O)OC)c1 (configuration not stated),24,2,i,i,-3,-9,6,-1,1
CN1CCN(CC(C)(C)NS(=O)(=O)c2ccc(Cl)cc2)CC1,10,-4,i,i,-5,1,0,4,-7
COc1ccccc1C(=O)Nc1ccc(Oc2ncnc3sc(-c4ccccc4)cc23)cc1,-15,23,i,i,5,19,8,3,-2
COc1ccc(C2Nc3ccccc3C(=O)N2O)cc1OC (configuration not stated),9,7,i,i,6,2,-3,2,5
CCSc1nc2c(c(=O)[nH]1)C(c1cccs1)C(C(=O)OC)=C(C)N2 (configuration not stated),12,-4,i,i,6,0,8,-1,3
NC(=O)c1nn(-c2ccc(Oc3ccccc3)cc2)c(=O)cc1O,4,-2,i,i,-2,0,-5,0,-1
CCOC(=O)C1CCN(C(=O)c2cc(COc3ccc(OC)c4ccccc34)on2)CC1,-12,16,i,i,0,-3,-2,3,0
O=C(CSCc1cc(=O)n2nc(C3CC3)sc2n1)Nc1ccc(F)cc1,4,-4,i,i,1,-7,21,1,0
O=C(Nc1ccc(OC(F)(F)F)cc1)c1ccc(S(=O)(=O)N2CCOCC2)o1,-4,8,i,i,1,2,-14,1,3
CCN1CCCC1CNC(=O)C1c2cc(OC)c(OC)cc2C(=O)N(C)C1c1cccnc1 (configuration not stated),10,-4,i,i,3,-3,-9,-3,-3
CCn1c(SC(C)C(=O)NCC2CCCO2)nc2scc(-c3ccccc3)c2c1=O (configuration not stated),14,3,i,i,1,5,15,-3,3
COc1cc(C2NC(=O)NC(C)=C2C(=O)OC2CCCCC2)cc(Br)c1O (configuration not stated),-7,20,i,i,0,-2,2,0,4
CCOC(=O)c1ccc(NC(=O)c2cc(C)nn2-c2ccccc2)cc1,0,5,i,i,2,-6,8,5,-2
CCC1=C(OC(=O)N(CC)CC)N2C(=O)OC(=NCc3ccccc3)[C@]2(C)[C@H]2C1=CC[C@H]1C(=O)N(CC(=O)OC)C(=O)[C@H]12,-6,-3,i,i,-3,0,-11,5,-5
Cc1ccc(NC(=O)Nn2cnnc2)cc1,24,-4,i,i,4,-2,-7,-1,1
CCCSc1nc(O)c(C2OC(=O)c3c2ccc(OC)c3OC)c(=O)n1C (configuration not stated),-23,-3,i,i,0,-2,2,-2,8
CN(C)NC(=O)C12CCC(C)(C(=O)O1)C2(C)C (configuration not stated),-4,-7,i,i,-5,-8,-11,-2,3
CC1(C(=O)Nc2cccc3ncccc23)CCN1C(=O)C1(c2ccccc2)CC1 (configuration not stated),11,-3,i,i,-7,3,7,4,-3
O=S(=O)(/N=C(/Nc1nccs1)c1ccc(F)cc1)c1ccccc1,29,-7,i,i,3,0,-5,1,-4
CC(C)CNC(=O)NC(=O)COc1ncnc2sccc12,-6,-3,i,i,-1,1,3,2,5
COc1ccccc1N(C(=O)CCl)c1cn(C(C)=O)c2ccccc12,0,10,i,i,0,-3,-5,0,-25
CN(C)N=Nc1nc2c(c(=O)n(C)c(=O)n2C)n1C,18,-4,i,i,2,-2,-4,-4,1
C/C(N)=C(/C#N)C(=O)COC(=O)CCSc1ccccc1,-7&-25,5&12,i,i,1&0,-4&-4,22&17,0&0,0&6
O=C(CN(Cc1ccccc1)C(=O)CCC(=O)Nc1ccccn1)NCc1ccc(F)cc1,-5,-2,i,i,0,-3,5,-2,1
CCOC(=O)N(C)c1ccc(C(O)(C(F)(F)F)C(F)(F)F)cc1,4,-5,i,i,-2,-6,1,2,10
Cc1ccc(N=c2c([N+](=O)[O-])nn(-c3ccc(Cl)cc3)n2O)cc1C,8,0,i,i,1,-5,5,2,1
N#Cc1nc(Cl)c(Cl)c(NN)c1Cl,6,1,i,i,-2,-8,-13,-2,-2
Nc1cccc(Nc2nc(OC(C(F)(F)F)C(F)(F)F)nc(OC(C(F)(F)F)C(F)(F)F)n2)c1,5,22,i,i,-1,-4,5,0,-6
O=C(CSc1nnc(Cc2ccccc2)o1)Nc1ccc(N2CCOCC2)cc1,0,-18,i,i,-3,-1,5,0,-5
CCOC(=O)N=S(N)(=O)c1ccc(Cl)cc1 (configuration not stated),-5,-9,i,i,3,2,-3,-1,5
CN(CC(=O)Nc1nc2ccccc2s1)S(=O)(=O)c1ccc(Br)cc1,10,24,i,i,2,-5,-5,1,-1
CCCCCn1c(CCC(=O)Oc2ccccc2OC)nc2c1c(=O)[nH]c(=O)n2CCCC,9,9,i,i,-1,-6,-4,-3,-3
CCCn1nnnc1NCc1ccc(N2CCCC2)cc1,5,-6,i,i,-3,14,3,-6,2
Cc1ccc(C(=O)NCCN(C)C)cc1C,1,-2,i,i,3,1,12,4,0
CCN(CC)S(=O)(=O)c1ccc(OC)c(NC(=O)c2cccs2)c1,4,2,i,i,0,2,4,4,1

# Filtered by structure: those above containing a CF3 group
SMILES,SKN-1 inh,FAS-TE inh,Neddyl block,Rpn11 inh,CSN deneddyl inh,NadD block,MLLE-PAM2 inh,Rin1 Abl inh,MT1-MMP act inh
O=C(Nc1ccc(OC(F)(F)F)cc1)c1ccc(S(=O)(=O)N2CCOCC2)o1,-4,8,i,i,1,2,-14,1,3
CCOC(=O)N(C)c1ccc(C(O)(C(F)(F)F)C(F)(F)F)cc1,4,-5,i,i,-2,-6,1,2,10
Nc1cccc(Nc2nc(OC(C(F)(F)F)C(F)(F)F)nc(OC(C(F)(F)F)C(F)(F)F)n2)c1,5,22,i,i,-1,-4,5,0,-6

# More entries follow:
SMILES,SKN-1 inh,FAS-TE inh,Neddyl block,Rpn11 inh,CSN deneddyl inh,NadD block,MLLE-PAM2 inh,Rin1 Abl inh,MT1-MMP act inh
Cc1cccc(Nc2c(-c3ccc(N4CCOCC4)cc3)nc3ncccn23)c1,2,7,i,i,2,7,-32,1,-3
COc1ccc(S(=O)(=O)N(C(=O)c2ccncc2)c2ccc3oc4c(c3c2)CCCC4)cc1,8,60*,i,i,0,19,9,-4,-5
CC(C)(C)NC(=O)CN(CC1CCCO1)C(=O)CNS(=O)(=O)c1ccc(F)cc1 (configuration not stated),-5,-4,i,i,5,-4,-1,-4,-4
OC(c1ccccc1)c1ncc(-c2ccc(Cl)cc2)[nH]1 (configuration not stated),20,-3,i,i,-2,-2,5,2,-2
CCOC(=O)C1CCN(c2c(C(=O)c3ccccc3)cnc3ccc(Cl)cc23)CC1,12,14,i,i,-4,2,-5,-1,-3
O=C(C1CCCN(S(=O)(=O)c2ccc([N+](=O)[O-])cc2)C1)N1CCCCC1 (configuration not stated),5,-1,i,i,-1,-2,5,2,3
Cc1ccc(C(=O)N[C@@H](Cc2ccccc2)C(=O)N2CCC3(CC2)NCCc2[nH]cnc23)cc1C,-6,-7,i,i,3,-1,-12,1,3
COc1ccc(/C=N/NC(=O)c2cc(C(C)(C)C)[nH]n2)cc1COc1ccc(F)cc1F,-1,18,i,i,5,18,10,4,1
COc1ccc(Cl)cc1C(=O)Nc1ccc(NC(C)=O)cc1,18,-1,i,i,104,-2,-3,1,2
COc1cc(C(=O)NCC(c2cccnc2)N2CCN(C)CC2)cc(OC)c1OC (configuration not stated),-5,-6,i,i,-6,0,-12,-1,-2
CC1(C(=O)NS(=O)(=O)c2ccccc2OC(F)(F)F)CCN1C(=O)c1ccco1 (configuration not stated),-4,-9,i,i,-10,1,5,-5,4
COc1ccc(Cn2c(=O)oc3ccccc32)cc1F,-3,1,i,i,1,-10,-6,1,1
COc1ccc(N2C(=O)C3CCCN3C2c2ccccc2OC)cc1 (configuration not stated),-3,-3,i,i,1,4,-18,1,1
Cc1cccnc1NC(=O)CNC(=O)C12CC3CC(CC(C3)C1)C2,-13,-5,i,i,-8,2,-1,-2,1
